Tb PGK inh: qHTS Assay to Find Inhibitors of Phosphoglycerate Kinase. Phosphoglycerate kinase, glycosomal (Trypanosoma brucei brucei), P07378. Potency, µM (titrated, usually from 57.5 µM), for inactives: at the highest dose activity change, negative = inhibition, most hits filed as inhibitors. PGK/GAPDH coupled, Kinase-Glo luminescence, 60 min. 380,000 compounds, 0.043% hits; also: % is scaled to controls: 0 for no effect and ±100 for the full control effect; nearly all actives have a fitted effect of over 60% in size
Target sequence (P07378 whole entry, looked up): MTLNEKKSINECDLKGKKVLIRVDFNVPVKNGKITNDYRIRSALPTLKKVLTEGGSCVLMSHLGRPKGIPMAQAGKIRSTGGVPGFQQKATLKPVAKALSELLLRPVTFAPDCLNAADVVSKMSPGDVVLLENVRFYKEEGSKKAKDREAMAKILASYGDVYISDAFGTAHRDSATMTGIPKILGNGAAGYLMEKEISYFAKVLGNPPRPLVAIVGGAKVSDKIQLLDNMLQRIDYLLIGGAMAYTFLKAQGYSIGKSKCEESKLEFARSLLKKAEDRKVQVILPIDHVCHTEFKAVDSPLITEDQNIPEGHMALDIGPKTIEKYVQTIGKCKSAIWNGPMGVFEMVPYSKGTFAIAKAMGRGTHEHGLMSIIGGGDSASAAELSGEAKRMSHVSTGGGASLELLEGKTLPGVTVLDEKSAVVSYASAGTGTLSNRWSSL
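Recombinant glycosomal PGK reaction used 1,3-bisphosphoglycerate generated in-well by GAPDH (100nM final) in 100mM TEA pH 7.6, 5mM MgCl2, 0.01% Tween-20. After 60 minutes at room temperature, ATP was read by Kinase-Glo Plus luminescence end-point.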
rTrxR1 inhibitor: qHTS Assay for Inhibitors of Mammalian Selenoprotein Thioredoxin Reductase 1 (TrxR1): qHTS. Thioredoxin reductase 1, cytoplasmic (Rattus norvegicus), O89049. recombinant rTrxR1, NADPH fluorescence consumption, selenite substrate. Potency, µM (top dose mostly 114 µM), without a hit: top-dose activity change, negative = inhibition, actives largely listed as inhibitors. 390,000 compounds, 1% hits; also: % is scaled to controls: 0 for no effect and ±100 for the full control effect; nearly all actives have a fitted effect of over 65% in size
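Rat TrxR1 (90 nM in the dispensed reagent) was pre-reduced with 400 uM NADPH for 5 min at room temperature, then incubated with compound for 15 min. After 400 uM selenite was added, NADPH fluorescence (Ex 340/Em 450 nm) was followed for 8 min.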
ERG Ets-DNA blk: qHTS for Small Molecule Inhibitors of the ERG Ets/DNA interaction. AID 624246, 2012. Potency, µM (titrated, usually from 76.9 µM), inactives show top-dose FP activity, negative = inhibition, most hits filed as inhibitors. Transcriptional regulator ERG (Homo sapiens), P11308. 370,000 compounds, 0.028% hits. fluorescence polarization, His-ERG Ets domain / labelled DNA; active = well fitted inhibition curve with a large enough effect in the polarisation, with a control signal flat; inconclusive = small, poorly fitted or top-dose-only effect, or effect the other way, or a change in a side signal; inactive = no such curve, though single readings can be large or run the other way; the % refers to the polarisation;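 also: polarization taken with two DNA probes labelled with fluorescein and Texas red; % of control where 0% means no effect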
Target sequence (P11308 whole entry, looked up, the tested form may be a part): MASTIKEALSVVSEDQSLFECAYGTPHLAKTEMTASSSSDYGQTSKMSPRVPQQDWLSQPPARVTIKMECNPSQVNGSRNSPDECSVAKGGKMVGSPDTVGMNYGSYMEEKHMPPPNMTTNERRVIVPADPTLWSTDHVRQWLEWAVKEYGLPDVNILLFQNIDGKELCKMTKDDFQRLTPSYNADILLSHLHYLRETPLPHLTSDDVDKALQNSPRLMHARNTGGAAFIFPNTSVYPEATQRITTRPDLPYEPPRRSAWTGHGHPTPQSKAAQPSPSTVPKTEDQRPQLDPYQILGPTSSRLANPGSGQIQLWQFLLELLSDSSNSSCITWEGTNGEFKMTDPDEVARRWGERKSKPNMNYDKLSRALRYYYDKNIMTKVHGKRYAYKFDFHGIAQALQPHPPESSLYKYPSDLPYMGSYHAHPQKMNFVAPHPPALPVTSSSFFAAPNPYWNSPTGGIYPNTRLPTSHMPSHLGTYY
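His-tagged ERG Ets domain (1 uM in the protein solution; 300mM KCl, 50mM Tris-HCl, 1mM EDTA, 1mM DTT, pH 7.5) received compound, then a probe mix of 5 nM fluorescein-DNA and 100nM Texas-615-DNA. Fluorescence polarization was read for both dyes.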
ALOX12 inh: Primary qHTS assay for inhibitors of human arachidonate 12S-lipoxygenase (ALOX12): Round 2; Polyunsaturated fatty acid lipoxygenase ALOX12 (Homo sapiens), P18054; purified 12hLO, xylenol orange hydroperoxide absorbance; AID 1671190, 2021; Potency, µM (top dose mostly 108 µM), for inactives: at the top dose activity change, negative = inhibition, usual class: inhibitors; 580,000 compounds, 1.1% hits; also: % is scaled to controls: 0 for no effect and ±100 for the full control effect
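Purified human 12hLO (150 nM final) in 25 mM Hepes, 0.01% Triton X-100, pH 7.0 was preincubated 15 min at room temperature with compound. Then 40 uM arachidonic acid was added, 30 min. Hydroperoxide was read by Fe-XO absorbance ratio 573/405 nm.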
RGS4 inhibitor: Inhibitors of Regulator of G Protein Signaling (RGS) 4: qHTS | Regulator of G-protein signaling 4 (Homo sapiens), P49798 | Transcreener GDP fluorescence polarization, RGS4-accelerated GTP hydrolysis | Potency, µM (top dose mostly 114 µM), for inactives: top-dose activity change, negative = inhibition, hits mostly inhibitors | 390,000 compounds, 0.039% hits | AID 504845, 2011; also: % is scaled to controls: 0 for no effect and ±100 for the full control effect; nearly all actives have a fitted effect of over 75% in size; some results filed as inactive show a strong effect at the top dose
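MLSMR compounds (23 nl, pin-transferred) preincubated 10 min at room temperature with a 500nM (2x) first reagent, then RGS4 at 900nM (2x) plus Transcreener GDP mix added; fluorescence polarization (620/688 nm) read before and after 90 min at 30 °C.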
Pin1 inh: qHTS Assay to Find Inhibitors of Pin1 | Peptidyl-prolyl cis-trans isomerase NIMA-interacting 1 (Homo sapiens), Q13526 | 390,000 compounds, 0.009% hits | Pin1 FP peptide displacement, HiFluor488, 10 min | Potency, µM (titrated, usually from 115 µM), for inactives: at the top dose activity, negative = inhibition, most hits filed as inhibitors; active = well fitted inhibition curve with a large enough effect in the polarisation, with a control signal flat, not every such curve was filed as active; inconclusive = small, poorly fitted or top-dose-only effect, or effect the other way, or a change in a side signal; inactive = no such curve, though single readings can be large or run the other way; the % refers to the polarisation; also: % is scaled to controls: 0 for no effect and ±100 for the full control effect
Target sequence (Q13526 whole entry, looked up): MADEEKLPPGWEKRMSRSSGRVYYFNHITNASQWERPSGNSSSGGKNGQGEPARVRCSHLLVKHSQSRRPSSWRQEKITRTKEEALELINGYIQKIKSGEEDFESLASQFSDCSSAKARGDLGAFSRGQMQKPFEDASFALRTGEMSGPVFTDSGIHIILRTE
JMJD2A Tudor inh: qHTS Assay for Inhibitors of JMJD2A-Tudor Domain | Lysine-specific demethylase 4A (Homo sapiens), O75164 | AlphaScreen JMJD2A-Tudor / H3K4me3 peptide binding | Potency, µM (series often up to 114 µM), without a hit: top-dose activity change, negative = inhibition, actives largely listed as inhibitors | 390,000 compounds, 4.4% hits | AID 504339, 2011; also: % is scaled to controls: 0 for no effect and ±100 for the full control effect; nearly all actives have a fitted effect of over 50% in size
HP1b chromo inh: HTS for Inhibitors of HP1-beta Chromodomain Interactions with Methylated Histone Tails; Chromobox protein homolog 1 (Homo sapiens), P83916; AlphaScreen HP1-beta / biotin-H3K9me3 peptide binding; Potency, µM (series often up to 114 µM), for inactives: at the highest dose activity change, negative = inhibition, hits mostly inhibitors; 390,000 compounds, 0.56% hits; AID 540317, 2011; also: nearly all actives have a fitted effect of over 70% in size; inactives centre near 23
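HP1-beta protein (50 nM final) preincubated 30 min at room temperature with biotinylated H3(1-18)K9me3 peptide (50 nM) in PBS pH 7.4, 0.01% Tween-20, then compound added for 30 min. AlphaScreen streptavidin donor/nickel chelate acceptor beads (10 ug/mL final), 30 min dark, luminescence read.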
GLS inh: qHTS for Inhibitors of Glutaminase (GLS). AID 624170, 2012. GLS enzymatic activity, qHTS titration. 410,000 compounds, 0.21% hits. Potency, µM (top dose mostly 45.5 µM), inactives show at the highest dose activity change, negative = inhibition, actives largely listed as inhibitors. Glutaminase kidney isoform, mitochondrial (Homo sapiens), O94925; also: % is scaled to controls: 0 for no effect and ±100 for the full control effect
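Read-out is an Amplex red fluorescence increase coupled through glutamate oxidase and HRP, measured before and after 30 min room-temperature incubation. hKGA is in 45 mM KH2PO4 (pH 8.2) with 0.02% Tween-20; glutamine added as 1mM solution.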
* marks the source's active call; other numbers are inactive results; i = inactive; ? = inconclusive; . = not tested or not shown; & = joins results of further samples; [ ] = another dose, or the depositor's remark. Unless noted, calls follow the shape of the dose curve; as a rule, active = well fitted curve in the direction sought with a large enough effect; inconclusive = small, poorly fitted or top-dose-only effect, or another doubt; inactive = no such curve, though single readings can be large; an effect the other way counts as inactive or inconclusive. Potency is read from the fitted curve at half-maximal effect.

SMILES | Tb PGK inh | rTrxR1 inhibitor | ERG Ets-DNA blk | ALOX12 inh | RGS4 inhibitor | Pin1 inh | JMJD2A Tudor inh | HP1b chromo inh | GLS inh
COc1ccc(OC)c(C2CC(=O)C3=C(C2)NC(=O)CC3c2ccc(O)c(OC)c2)c1 (stereo not given) | 6% | -20%[57.1 µM] | -6% | 0% | 15% | 2% | -32% | 3% | 30%[activator]
COc1ccc(C(=O)NC(Nc2ccc(C)cc2)C(Cl)(Cl)Cl)cc1 (stereo not given) | -6% | 3% | -1% | -19% | 9% | -3% | -18% | 6% | 3%
O=C(c1ccccc1)c1c[nH]c2ccccc12 | -7% | 14% | -5% | 22% | -9% | 0% | -6% | 23% | -19%
Cc1ccc(CN2CCN(CC(=O)NCc3ccc(Cl)cc3)C2=O)cc1 | -8% | 32%[activator][57.1 µM] | -6% | 0% | ? | -1% | 9% | 1% | 10%
COc1cc(NC(=O)Cc2ccccc2)c(C(=O)O)cc1OC | 3% | 21%[57.1 µM] | 0% | -12% | -20% | -8% | ? | 14% | 0%
O=C(NN=C1c2ccccc2-c2ccccc21)c1ccccc1 | 5% | 5%[57.1 µM] | -2% | ? | -9%[56.9 µM] | 2% | -30% | 35% | 6%
CNc1cc([N+](=O)[O-])ccc1N/C=C/C(=O)c1ccc2c(c1)OCO2 | -2% | -3% | 14% | ? | -30% | 0% | -12% | 23% | -3%
COc1ccc(CN(C)CCc2ccccn2)cc1OC | i | 3%[57.1 µM] | -14% | ? | -30% | -19% | 35µM* | -46% | -3%
CC(C)(C)C(=O)N1N=C(c2cccc(NS(C)(=O)=O)c2)CC1c1cccs1 (stereo not given) | -10% | 1% | -5% | -26% | 21% | 3% | -21% | 25% | 4%
O=C(COC(=O)c1cc(-c2ccccn2)nc2ccccc12)Nc1ncc(C(F)(F)F)cc1Cl | -10% | 9% | -12% | 7% | 10% | -2% | -2% | 41%[activator] | -4%
COc1ccc(N(CC(=O)N/N=C/c2cc(OC)ccc2OC)S(=O)(=O)c2ccccc2)cc1 | . | 58%[activator] | 5% | -61% | -18% | 9% | -11% | 15% | -3%
CCOC(=O)c1cccc(NC(=O)CC(c2ccc(F)cc2)N2Cc3ccccc3C2=O)c1 (stereo not given) | -11% | 23% | 2% | -15% | -1% | -10% | -2% | 31% | -4%
O=C(CC1N=C2c3ccccc3N=C(SCc3ccc(F)cc3)N2C1=O)NCc1cccs1 (stereo not given) | i | 2%[57.1 µM] | 11% | -18% | -24% | 33%[activator] | -21% | 63%[activator] | -1%
O=C(NC1CCN(S(=O)(=O)c2ccc(F)cc2)CC1)c1ccco1 | i | 16% | -1% | 3% | 4% | -5% | -17% | -12% | -11%
CCn1c(=O)c(C(=O)Nc2ccccc2C)c(O)c2ccccc21 | 2% | 28% | -3% | 13% | 1% | -2% | -17% | 23% | -14%
C=C1CCN([C@@H](C)C(=O)OCc2ccc(C)cc2)S(=O)(=O)c2ccccc21 | 4% | 19% | -4% | -8% | 17% | ? | 14% | 87%[activator] | 4%
O=C1CN(C(=O)CSc2nncs2)c2ccccc2N1 | 0% | 13% | -1% | 0% | 8% | 0% | -15% | 53%[activator] | -4%
Cn1c(N)c(Sc2ccc(F)cc2)c(=O)n(C)c1=O | 6% | 4% | 5% | -11% | 7% | 0% | -5% | 35% | -1%
CC(CN1CCOCC1)OC(=O)C1COc2ccccc2O1 (stereo not given) | i | 15%[57.1 µM] | -2% | ? | -4% | -4% | 3% | 45%[activator] | -4%
CC1Cc2ccccc2N1C(=O)CSc1nnc(N)s1 (stereo not given) | -2% | 20% | -7% | 10% | 11% | -10% | -14% | 36% | 0%
CCc1c(C)nc(SCc2nc(-c3ccccc3C)no2)[nH]c1=O | 8% | 0%[57.1 µM] | -7% | ? | 32% | 1% | -14% | 21%[57 µM] | 4%
CCn1ccnc1CN(C)C(=O)C1CCC(=O)N(Cc2cccc(C(F)(F)F)c2)C1 (stereo not given) | -1% | -4% | 4% | -5% | 23% | 2% | -3% | 21% | 4%
Cc1oc(-c2ccc(Cl)cc2)nc1CS(=O)CC(=O)NCc1ccc(Cl)cc1 (stereo not given) | -4% | 10% | -4% | ? | -27% | 15% | -5% | 50%[activator] | -2%
COc1ccc(C(c2sc3ncnn3c2O)N2CC(C)OC(C)C2)cc1OC (stereo not given) | -1% | 21%[57.1 µM] | 15% | -6% | -13% | 19% | -14% | 29% | 5%
COc1ccc(NC(=O)CN(C2CCCCC2)S(C)(=O)=O)cc1OC | -7% | ? | -3% | -5% | -28% | 6% | 9% | 31% | -18%
Cc1ccc(-c2cn3nc(N4CCCC(C(=O)NCc5ccccc5F)C4)sc3n2)cc1 (stereo not given) | -3% | 3% | -8% | -18% | 6% | 10% | -13% | 19% | 3%
COC(=O)CN1C(=O)COc2ccc(S(=O)(=O)NCc3ccccc3)cc21 | -8% | 22% | 3% | 9% | -14% | -6% | -7% | 41%[activator] | -12%
CCc1c(N)nc(N)nc1Nc1ccc(C)c(C)c1 | -7% | 6%[2.29 µM] | 1% | 2% | 19% | 1% | -23% | 13%[57 µM] | 2%
Cc1ccc(C2(c3noc(CN(C)Cc4ccccn4)n3)CCCC2)cc1 | -7% | -11% | -1% | 4% | 8% | -4% | -17% | 46%[activator] | -2%
Nc1ccc2oc(-c3ccccc3Cl)nc2c1 | -10% | -7% | 0% | -16% | -3% | 5% | 5% | 48%[activator] | 10%
CN(Cc1nc2ccccc2c(=O)[nH]1)C(=O)COc1ccccc1Cc1ccccc1 | 8% | -2% | -1% | 22% | 28% | 4% | -25% | 40%[activator] | 1%
Cc1cccc(OCCSc2nc3ncnc(N)c3[nH]2)c1 | -2% | -1%[57.1 µM] | 1% | -6% | 24% | 26% | -8% | 39%[activator] | 0%
Cc1cccn2c(=O)c3cc(C(=O)NC(C)C)n(C)c3nc12 | -4% | 8% | -7% | ? | -22% | -2% | 1% | 40% | 2%
Cc1ccc(NC(=O)CCC(=O)c2cccs2)cc1 | 3% | -4% | -1% | ? | 0% | 3% | -4% | 16% | 4%
COC(=O)c1cc(Cl)c(NC(=O)/C=C/c2ccc(Cl)cc2Cl)cc1OC | -3%&-6% | 11%&30% | 14%&1% | 0%&10% | -4%&-5% | ? | 2%&-5% | 43%&31% | -1%&4%
Cc1ccc(-n2c(SCC(N)=O)nc3c(oc4ccccc43)c2=O)cc1C | -8% | 4% | 0% | -23% | -2% | -11% | -1% | 44%[activator] | 0%
Cc1ccc(NC(=O)COc2ccc3c(c2)OCO3)c(Cl)c1 | 6% | 2% | -2% | 200%[activator] | 19% | -2% | -9% | 24% | 1%
CCC(=O)Nc1c(C#N)c2nc3ccccc3nc2n1C1CCCCC1 | i | -7% | 2% | 7% | -3%[56.9 µM] | ? | -11%[57.1 µM] | 65%[activator] | -4%
CC1CCc2cc(F)ccc2N1S(=O)(=O)c1ccc(F)cc1 (stereo not given) | i | -4% | 14% | 12% | 5% | -9% | 38%[activator] | 56%[activator] | 0%
COc1cc2c(C(=O)NCCN(C)C)cn(CC(C)C)c(=O)c2cc1OC | 7% | -7% | 0% | 3% | 6%[11.4 µM] | 0% | -1%[11.4 µM] | 47%[activator] | 2%
CCC1=C(OC(=O)N(CC)CC)N2C(=O)OC(=NCC3CC3)[C@]2(Cc2ccccc2)[C@H]2C1=CC[C@H]1C(=O)NC(=O)[C@H]12 | i | 4%[57.1 µM] | -6% | -13% | -9% | 2% | -15% | 34% | -5%
CN1/C(=C\C(=O)C[n+]2ccc(C(=O)c3ccccc3)cc2)C(C)(C)c2ccccc21 | i | 0% | 15% | -14% | 7% | 28% | -20% | 18% | -13%
NS(=O)(=O)c1cccc(NC(=O)Nc2ccc(Cl)cc2)c1 | -8% | 8% | 11% | -23% | -19% | 8% | -4% | 36% | -10%
O=C(COc1ccc(Cl)cc1)Nc1nnc(C2=COCCO2)o1 | -5% | 33%[activator][57.1 µM] | -3% | ? | 11% | 3% | 3.5µM* | 18% | 17%
CC(C)N(Cc1cnn(C)c1)C(=O)c1ccc(OC2CCN(Cc3ccccn3)CC2)cc1 | 3% | -3% | -8% | 12% | 8% | -17% | -36% | 28% | 3%
CCCC(=O)OCC(=O)Nc1cc([N+](=O)[O-])ccc1OC | i | 32% | -6% | 0% | 15% | 7% | -14% | 13% | 5%

High-throughput results as filed in PubChem.

A portion of the library; count on the stated rates, not on these rows.
